Furin inh: inhibitors of human furin. purified furin, fluorogenic substrate cleavage. AID 463115. P09958. actives 0.061% (n = 220,000). inhibition, % at 30 µM; in the data active = inhibition above about 25%; note: inactives centre near -15
Calpain2 inh: calpain II (pig) inhibition. inhibition, % at 16 µM. purified calpain II, fluorogenic peptide substrate, 30 min. actives 0.37% (n = 220,000);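 active = inhibition above about 50%, limit read from the data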
Tb hexokinase: blocks Trypanosoma brucei hexokinase 1 activity | actives 0.11% (n = 220,000) | recombinant TbHK1, G6PDH-coupled NADH A340 | inhibition, % at 10 µM | AID 1430;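 active = inhibition of 50% or more in the single-dose primary screen; inactive = inhibition below 50%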
NCF1 inh: blocks human p47phox regulatory protein of NADPH oxidases; P14598; inhibition, % at 24.7 µM; AID 1274; p47phox/p22phox peptide binding, fluorescence polarization, 2 h; actives 0.53% (n = 220,000);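 active = inhibition above about 30%, limit read from the data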;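 note: 0% = p47phox with labelled peptide and 100% = labelled peptide alone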
RBBP9 inhibitor: inhibitors of human serine hydrolase RBBP9 | inhibition, % at 7.94 µM | recombinant RBBP9, FP-Rh probe fluorescence polarization | actives 0.2% (n = 220,000) | O75884;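 active = inhibition above the campaign mean of all tested compounds plus 3 SD, cut at about 14% in these data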;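 note: plate controls were DMSO wells with RBBP9 for no effect and wells lacking RBBP9 protein for full effect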
Target sequence (O75884 whole entry, looked up): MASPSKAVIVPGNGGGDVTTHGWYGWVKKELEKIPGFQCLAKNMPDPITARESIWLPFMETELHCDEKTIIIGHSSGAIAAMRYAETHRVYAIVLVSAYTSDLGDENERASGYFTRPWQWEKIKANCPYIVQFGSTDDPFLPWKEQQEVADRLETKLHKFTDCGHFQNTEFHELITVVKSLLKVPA
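System: RBBP9 protein / Buffer or medium: Tris/NaCl buffer pH 8.0 with 0.1% Pluronic / Probe or stimulus: Serine-hydrolase probe FP-Rh, 375 nM pre-mixing / Dosing: 7.94 µM single dose, 0.794% DMSO / Times: enzyme-compound preincubation 30 min, then probe labeling 45 min, 25 °C / Technique: fluorescence polarization (mP), excitation 525 nm, emission 598 nm / Replication: singlicate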
EBV gp42 inh: inhibitors of Epstein-Barr virus glycoprotein 42; Q1HVG2; Fluorescence polarization binding assay, mP read-out; inhibition, % (tested at 21.74 µM); actives 0.42% (n = 220,000); in the data active = inhibition above about 50%
Runt-SMMHC FRET: blocks binding of human RUNX1 Runt domain to CBFb-SMMHC; Q01196+Q13951; Cerulean-Runt/Venus-CBFb-SMMHC FRET ratio 530/480, 1 h; inhibition, % at 20 µM; actives 0.74% (n = 220,000);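 active = mean inhibition across duplicate retests at 20 µM reaching about 50%, limit read from the data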;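 note: 0% = DMSO wells and 100% = wells with excess untagged CBFb-SMMHC; inhibitors lower the FRET ratio by blocking Runt binding to CBFb-SMMHC; some results filed as inactive read as strong as hits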
p97 inhibitor: human p97 ATPase inhibition; P55072; actives 0.42% (n = 220,000); recombinant p97 ATPase, Kinase-Glo ATP luminescence, 3 h; inhibition, % at 8 µM; in the data active = inhibition above about 15%;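 note: 0% = DMSO vehicle and 100% = wells lacking enzyme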
Target sequence (P55072 whole entry, looked up): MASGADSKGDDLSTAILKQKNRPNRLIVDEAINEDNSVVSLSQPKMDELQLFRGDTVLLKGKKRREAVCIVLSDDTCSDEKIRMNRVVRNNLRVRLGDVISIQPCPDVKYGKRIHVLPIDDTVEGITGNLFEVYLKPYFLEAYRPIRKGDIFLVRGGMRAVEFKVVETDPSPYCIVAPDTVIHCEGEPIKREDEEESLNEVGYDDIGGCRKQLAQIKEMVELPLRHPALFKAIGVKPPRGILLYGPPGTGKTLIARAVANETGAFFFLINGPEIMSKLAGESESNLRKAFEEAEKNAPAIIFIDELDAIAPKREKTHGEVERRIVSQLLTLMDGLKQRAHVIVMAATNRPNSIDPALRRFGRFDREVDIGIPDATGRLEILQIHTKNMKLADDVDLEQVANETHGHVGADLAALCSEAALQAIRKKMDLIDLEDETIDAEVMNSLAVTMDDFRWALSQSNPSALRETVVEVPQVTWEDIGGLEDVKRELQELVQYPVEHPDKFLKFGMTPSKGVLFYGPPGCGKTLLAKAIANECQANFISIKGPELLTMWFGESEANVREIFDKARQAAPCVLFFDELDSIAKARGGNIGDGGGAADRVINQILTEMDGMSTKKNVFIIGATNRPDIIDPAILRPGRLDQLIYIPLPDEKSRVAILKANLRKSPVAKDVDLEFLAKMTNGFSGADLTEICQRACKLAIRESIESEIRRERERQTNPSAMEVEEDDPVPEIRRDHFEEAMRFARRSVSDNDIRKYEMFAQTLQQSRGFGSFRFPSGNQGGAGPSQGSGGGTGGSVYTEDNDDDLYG
Runt-CBFb FRET: inhibitors of human RUNX1 Runt domain binding to CBFb; Q01196+Q13951; Cerulean-Runt/Venus-CBFb FRET ratio 530/480, 1 h; inhibition, % at 20 µM; actives 0.46% (n = 220,000); AID 1496;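 active = inhibition over about 50% at 20 µM in the single-dose screen, limit read from the data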;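 note: 0% = DMSO wells and 100% = excess unlabeled CBFb competitor control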
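Assay system: Cerulean-Runt domain / Medium: Tris 50 mM pH 7.5, KCl, K2SO4, 0.01% BSA / Timing: protein complex preformed 1 h, compound exposure 1 h, room temperature, dark / Measured by: FRET, excitation 422 nm, emission at 530 and 480 nm / Evaluation: loss of energy transfer signal / Control set: 5 µM unlabeled CBFb as full-inhibition high control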
Numbers without * were called inactive; / = no result given; & = joins results of further samples; [ ] = another dose, or the depositor's remark.

SMILES	Furin inh	Calpain2 inh	Tb hexokinase	NCF1 inh	RBBP9 inhibitor	EBV gp42 inh	Runt-SMMHC FRET	p97 inhibitor	Runt-CBFb FRET
CN(C)S(=O)(=O)c1ccc(N2CCCC2)c(C(=O)Nc2nc3c(ccc4ccccc43)s2)c1	-4	-53	-9	-28	-26	-11	3	2	1
Cc1ccc(S(=O)(=O)NCCNC(=O)CN2CCCC2)cc1	-8	12	46	-19	0	-12	-11	2	-2
Cc1cc(C)c2nc(N3CCC(C(=O)NCc4ccccn4)CC3)sc2c1	-13	-2	-1	1	-1	5	-1	-1	-10
CCNC(=O)COC(=O)c1ccc(NS(=O)(=O)c2ccc3c(c2)OCCO3)cc1	-13	15	3	3	-9	3	1	-1	0
CC(C)(C)c1cc(C(=O)O)n(Cc2ccc(Cl)cc2Cl)n1	-9	-8	-9	1	-3	-6	-2	-5	2
CC(C)=C1C2CCC1C1C(=O)N(NC(=O)COc3ccc(Cl)c(C)c3)C(=O)C21 (centres undefined)	-11[20 µM]	-5	5	-12	1	-16	-2	1	0
Cc1[nH]n(-c2ccccc2)c(=O)c1S(=O)(=O)c1ccccc1	-13	-4	-7	-3	-8	-13	-79	-9	-2
O=C(NN=C1CCCCCC1)c1cccnc1	-24	6	-4	2	-10	-20	0	2	4
CCC(CO)NC(=O)c1ccccc1C(F)(F)F (centres undefined)	0	13	-14	2	-3	-6	-5	8	4
COc1cccc(C(=O)/C=C/Nc2ccc(NC(C)=O)cc2)c1	-12	-5	-23	-19	-7	-1	-44	-1	-17
CCNC(=O)CSc1nnc(-c2ccccc2Br)n1-c1cccc(C(F)(F)F)c1	-24	-3	3	4	-6	-3	1	0	-7
CCCCc1c(O)cc(C)[nH]c1=O	-21	17	-11	-5	-5	-1	-2	5	1
Clc1cc(Br)ccc1OCCCn1ccnc1	-9	18	22	-11	-6	-8	-1	-3	0
Cn1c(SCc2ccc(F)cc2)nnc1-c1cccs1	1	1	-3	-9	1	-17	0	6	-1
O=C(Nn1cc(C(=O)Nc2ccc(F)cc2F)c2ccccc2c1=O)c1cnccn1	-21	-23	-6	-8	-5	-5	5	4	-1
Cc1cc(C)nc(N/N=C/c2ccccc2Cl)n1	-6	-136	-36	-5	-4	-19	-7	6	3
Cc1cc(C(=O)N/N=C/c2ccc(OCc3ccccc3)cc2)c(C)o1	-18	46	4	-9	-9	-1	2	1	1
Fc1ccc(N2CCN(c3nc(CN4CCOCC4)nc4scc(-c5ccccc5)c34)CC2)cc1	-21	-21	-10	-6	-4	0	-2	-6	-2
COc1ccc(C(=O)COc2ccc(NC(C)=O)cc2)cc1	-23[20 µM]	16	-4	-5	-1	-27	3	1	1
CCS(=O)(=O)NCCc1csc(-c2cccnc2)n1	-16	-6	-2	-6	-5	-5	0	2	2

Part of the list above, reformatted:
| Molecule | Furin inh | Calpain2 inh | Tb hexokinase | NCF1 inh | RBBP9 inhibitor | EBV gp42 inh | Runt-SMMHC FRET | p97 inhibitor | Runt-CBFb FRET |
| --- | --- | --- | --- | --- | --- | --- | --- | --- | --- |
| CCC(CO)NC(=O)c1ccccc1C(F)(F)F (centres undefined) | 0 | 13 | -14 | 2 | -3 | -6 | -5 | 8 | 4 |
| COc1cccc(C(=O)/C=C/Nc2ccc(NC(C)=O)cc2)c1 | -12 | -5 | -23 | -19 | -7 | -1 | -44 | -1 | -17 |
| CCNC(=O)CSc1nnc(-c2ccccc2Br)n1-c1cccc(C(F)(F)F)c1 | -24 | -3 | 3 | 4 | -6 | -3 | 1 | 0 | -7 |
| CCCCc1c(O)cc(C)[nH]c1=O | -21 | 17 | -11 | -5 | -5 | -1 | -2 | 5 | 1 |
| Clc1cc(Br)ccc1OCCCn1ccnc1 | -9 | 18 | 22 | -11 | -6 | -8 | -1 | -3 | 0 |
| Cn1c(SCc2ccc(F)cc2)nnc1-c1cccs1 | 1 | 1 | -3 | -9 | 1 | -17 | 0 | 6 | -1 |
| O=C(Nn1cc(C(=O)Nc2ccc(F)cc2F)c2ccccc2c1=O)c1cnccn1 | -21 | -23 | -6 | -8 | -5 | -5 | 5 | 4 | -1 |
| Cc1cc(C)nc(N/N=C/c2ccccc2Cl)n1 | -6 | -136 | -36 | -5 | -4 | -19 | -7 | 6 | 3 |
| Cc1cc(C(=O)N/N=C/c2ccc(OCc3ccccc3)cc2)c(C)o1 | -18 | 46 | 4 | -9 | -9 | -1 | 2 | 1 | 1 |
| Fc1ccc(N2CCN(c3nc(CN4CCOCC4)nc4scc(-c5ccccc5)c34)CC2)cc1 | -21 | -21 | -10 | -6 | -4 | 0 | -2 | -6 | -2 |
| COc1ccc(C(=O)COc2ccc(NC(C)=O)cc2)cc1 | -23[20 µM] | 16 | -4 | -5 | -1 | -27 | 3 | 1 | 1 |
| CCS(=O)(=O)NCCc1csc(-c2cccnc2)n1 | -16 | -6 | -2 | -6 | -5 | -5 | 0 | 2 | 2 |

Additional structures.
SMILES	Furin inh	Calpain2 inh	Tb hexokinase	NCF1 inh	RBBP9 inhibitor	EBV gp42 inh	Runt-SMMHC FRET	p97 inhibitor	Runt-CBFb FRET
Cc1nnc(SCc2ccc(C(=O)c3ccc(Cl)cc3)o2)n1-c1ccccc1	11[20 µM]	3	-11	-10	-3	-23	-8	1	-1
CC(C)C(NS(=O)(=O)c1cccc2nsnc12)C(=O)NCCC1=CCCCC1 (centres undefined)	-22	-3	-8	-13	-8	-9	-1	3	-2
CCOC(=O)c1ccc(NC2=CC(=O)CC(c3ccco3)C2)cc1 (centres undefined)	-14	26	-18	-5	-10	-2	-1	-4	0
COc1ccc2c(=O)c3c(=O)n(Cc4ccco4)c(-c4cc(OC)c(OC)c(OC)c4)nc3oc2c1	-12[20 µM]	-10	-18	-12	-9	-3	6	3	6
COc1cccc(NC(=O)CN(C)CC(=O)NC(C)c2ccccc2)c1 (centres undefined)	-18	28	-6	-2	-11	-11	1	-6	0
COc1cc(-c2cc(=O)c3ccccc3o2)ccc1O	-2	3	-30	-8	-4	-9	-139	5	-40
O=C(COc1nc2ccccc2nc1N1CCOCC1)NCC(F)(F)F	-14	13	-28	-30	-6	-19	2	9	1
CC(C)n1c(=O)[nH][nH]c1=S	-13	-3	6	43*	-7	-20	44	6	-1
Cc1ccccc1NC(=S)N/N=C1\CC(C)(C)Oc2ccc(O)cc21	-12	-113	-6	-5	3	-2	2	8	-3
COc1ccc(CNC(=O)C2=C(C)C(=O)OC23CCC(C)CC3)cc1 (centres undefined)	-4	-7	5	0	4	-2	-4	-1	-2
CC(CCc1ccco1)NC(=O)Cn1ncc2c(=O)oc3ccccc3c21 (centres undefined)	-21	11	-2	-4	1	-11	2	8	-1
O=c1oc2cc(OCc3ccc(C(F)(F)F)cc3)ccc2cc1-c1ccccn1	-31	-102	-6	-5	-7	-19	15	1	5
O=C(/C=C/c1ccccc1[N+](=O)[O-])NCc1ccc(Cl)cc1	-10	-12	-3	0	-8	-2	-3	2	1
Cc1ccc(NC(=O)Cn2nnc(C(=O)NCc3ccccc3)c2N)cc1C	-30[20 µM]	6	-2	-5	-3	4	-2	9	0
CCCCCc1nnc(NS(C)(=O)=O)s1	-13	10	36	-3	1	-6	-1	3	-2
Clc1ccc(-n2cccc2)cn1	6	1	9	-8	-9	-10	1	-6	2
CCc1c(C)sc(NC(=O)c2cc(C)no2)c1C#N	-11	-1	-31	-1	0	-9	-3	-1	5
O=C(Nc1ccc(Cl)c(S(=O)(=O)Nc2ccccc2Cl)c1)c1cccs1	-9	8	27	-31	-10	9	-5	13	-2
COc1ccc(OC)c(NS(=O)(=O)c2ccc(NC(=O)C3COc4ccccc4O3)cc2)c1 (centres undefined)	-10[20 µM]	-37	-8	-19	-2	-1	-4	1	2
COCCn1c(=O)[nH]c2cc(C(=O)NCCCN3CCN(c4ccc(F)cc4)CC3)ccc2c1=O	-23[20 µM]	7	-5	-9	1	-12	-8	2	-3
CC(=O)Oc1ccc(Nc2ccccc2)cc1	-32	6	-1	-13	0	-13	1	3	0
O=C(CN1C(=O)C2CC=CCC2C1=O)Nc1nnc(SCc2ccc(Cl)cc2)s1 (centres undefined)	-31[20 µM]	-22	-1	-19	-7	-21	-6	-2	-2
CCN(CC)CCNC(=O)NC(=O)c1ccc(Cl)cc1	-21	-15	1	-8	-6	-3	-2	3	0
Cc1cccc2nc(CSc3nc4ccc([N+](=O)[O-])cc4[nH]3)c(Br)n12	-7	-33	2	-13	3	6	1	2	6
CCOC(=O)C1CCCN(c2cc(NCCCO)c([N+](=O)[O-])c3nonc23)C1 (centres undefined)	-3	-9	-18	-14	-11	-16	-28	3	-13
Cc1cc(C)c2c(N=NN(C)C)[nH]nc2n1	-5[20 µM]	-9	-21	-13	-16	1	4	-7	3
O=C(Cn1cc2c(n1)CCCCC2)Nc1c(F)cc(F)cc1Br	-21	-16	-1	-12	-2	-15	1	1	-2
O=C(CCCSc1nc2ccccc2c(=O)[nH]1)c1ccc(F)cc1	-8	-2	2	-15	-8	-14	0	3	-2
COc1ccc(Cn2c(-c3ccc(Cl)cc3)c[n+]3ccccc23)cc1	-3	19	8	-1	-6	-5	-2	-8	2
CCn1c(COc2ccc(=O)n(-c3ccccc3)n2)nnc1SCC(=O)OC	-18	10	-6	-2	-3	-12	-2	3	0
O=C(CCc1ccc(S(=O)(=O)N2CCOCC2)cc1)NCCCN1CCCC1=O	3	4	3	-2	-5	-13	2	2	1
Cc1ccccc1N=CC=C1OC(C)(C)C(C)(C)O1	-22	-21	-6	-5	-1	-13	8	7	0
O=C(O)CSc1nc2c(c(C(F)(F)F)n1)CCCC2	-6&-28	-3&-17	-7&-4	-8&-1	-3&-3	-18&-12	-3&-2	6&3	0&0
O=C(COc1cccc(F)c1)N[C@@H](Cc1ccccc1)c1nc2ccccc2[nH]1	-12	7	1	-11	1	-1	1	-1	2
COc1ccc(-c2cn3c(C)c(C(=O)N4CCCc5ccccc54)sc3n2)cc1	-13	/	-27	/	-9	/	/	-4	/
Cc1cc(C(=O)NCCCN2CCCC2=O)no1	-21[20 µM]	-12	5	-6	-8	-26	6	4	-1
CCc1nc2ccccc2c(C(=O)NCc2ccc(OC)cc2)c1C	-24	11	2	-3	-2	-3	1	4	-3
O=S(=O)(c1ccc(F)cc1)N1CN(Cc2ccco2)c2nc3ccccc3nc21	-2[20 µM]	-130	-17	-63	-1	11	-9	-1	6
N#Cc1nc(N2CCOCC2)nc(N2CCOCC2)n1	-25	31	0	1	-4	-7	-9	2	0
Cc1nccn1-c1ccc(C=O)cc1	-19	-23	-2	-4	-4	-5	11	0	3

Source: PubChem BioAssay (several laboratories)
